PRC2 inh – inhibitors of human EZH2/PRC2 methyltransferase; PRC2 H3K27 methylation, DELFIA TRF, 1 h; inhibition, % at 12.5 µM; 57,000 tested, 0.35% active; AID 651548;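 active means mean inhibition of replicates at least 50% and every single replicate also reaching 50%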;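 further: dimethyl H3K27 on biotinylated H3 21-44 peptide detected by antibody; plate controls were median neutral control wells for no effect and median positive control wells for full effect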
IDH1 mut inh – IDH1 R132H (human) inhibition; O75874; IDH1 R132H reductase, diaphorase/resazurin fluorescence, 60 min; inhibition, % at 10 µM; 70,000 tested, 0.18% active; AID 624101; in the data active means inhibition above about 34%;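 further: 0% = DMSO and 100% = no enzyme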
Target sequence (O75874 whole entry R132H): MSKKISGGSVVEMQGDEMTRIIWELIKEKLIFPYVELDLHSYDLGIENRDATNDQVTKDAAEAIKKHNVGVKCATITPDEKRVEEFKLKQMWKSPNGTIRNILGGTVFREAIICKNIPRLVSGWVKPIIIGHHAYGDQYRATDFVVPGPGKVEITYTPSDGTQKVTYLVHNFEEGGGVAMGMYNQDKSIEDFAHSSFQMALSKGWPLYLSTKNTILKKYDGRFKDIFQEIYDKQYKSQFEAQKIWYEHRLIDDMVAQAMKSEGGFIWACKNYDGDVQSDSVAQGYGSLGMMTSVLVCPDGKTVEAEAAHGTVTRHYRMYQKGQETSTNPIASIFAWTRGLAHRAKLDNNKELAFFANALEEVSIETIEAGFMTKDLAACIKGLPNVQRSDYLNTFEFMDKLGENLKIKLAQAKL
Active calls of the source: *; · = no result given. This is a subset; the hit share may differ from the screen's.

molecule | PRC2 inh | IDH1 mut inh
COc1ccc(S(=O)(=O)N[C@@H]2CCCN(Cc3ccc(OCCO)cc3)C2)cc1 | -4.8 | 11.9
O=C(C[C@@H]1C[C@@H]2c3cc(NC(=O)C4CCC4)ccc3O[C@@H]2[C@@H](CO)O1)NCc1cccc(F)c1 | 3.5 | 0.5
C[C@H]1CN([C@@H](C)CO)C(=O)c2cc(C#CCc3ccccc3)cnc2O[C@H]1CN(C)CC1CC1 | -26.1 | -1.1
C[C@H](CO)N1C[C@H](C)[C@@H](CN(C)C(=O)c2ccccn2)Oc2ncc(C#Cc3ccccc3)cc2C1=O | · | -0.5
CCC(=O)Nc1ccc2c(c1)OC[C@H](C)N(CCC(F)(F)F)C[C@@H](C)[C@H](OC)CN(C)C2=O | 2.1 | 0.0
Cc1noc(C)c1S(=O)(=O)N(C)C[C@@H]1OCCCC[C@H](C)Oc2ccc(NC(=O)c3ccccc3)cc2C(=O)N([C@H](C)CO)C[C@@H]1C | · | 0.3
C[C@H]1CN([C@@H](C)CO)C(=O)Cc2cc(NS(=O)(=O)c3cn(C)cn3)ccc2O[C@@H]1CN(C)C(=O)Nc1ccccc1 | · | 2.2
Cc1ncc(CO)c(/C=N/NC(=O)CCCCCC(=O)Nc2ccccc2O)c1O | 11.5 | 0.2
C[C@@H]1CCCCO[C@@H](CN(C)C(=O)C2CCCCC2)[C@H](C)CN([C@@H](C)CO)C(=O)c2cc(NS(C)(=O)=O)ccc2O1 | 10.1 | ·
COc1ccc(S(=O)(=O)N[C@@H]2C=C[C@@H](CC(=O)N3CCC(Cc4ccccc4)CC3)O[C@H]2CO)cc1 | -11.7 | -0.4
C[C@H](CO)N1C[C@H](C)[C@H](CN(C)S(=O)(=O)c2cccs2)Oc2ncccc2C1=O | 9.2 | 10.9
Cc1ccc(-c2noc(CSc3nnc(C)n3-c3cccc(C)c3)n2)cc1 | -6.2 | -0.5
CC(C)CC#Cc1ccc2c(c1)O[C@@H](CN(C)C(=O)NC(C)C)[C@H](C)CN([C@H](C)CO)S2(=O)=O | · | 6.5
Cc1ccc(S(=O)(=O)N(C)C[C@@H]2Oc3ccc(NC(=O)Cc4ccccc4)cc3CC(=O)N([C@H](C)CO)C[C@@H]2C)cc1 | -4.5 | ·
C[C@H](CO)N1C[C@H](C)[C@@H](CN(C)C(=O)Cc2ccccc2)OCCCC[C@H](C)Oc2ccc(NC(=O)c3ccncc3)cc2C1=O | · | 1.1
CO[C@H]1CN(C)C(=O)c2cc(NC(=O)NC3CCCCC3)ccc2OC[C@@H](C)N(CCc2ccccc2)C[C@@H]1C | -7.4 | 0.1
COC(=O)C[C@@H]1C=C[C@H](NC(=O)c2ccccc2)[C@@H](CO)O1 | 6.5 | -0.1
C[C@H]1CN([C@@H](C)CO)C(=O)c2cccc(NC(=O)c3ccncc3)c2O[C@H]1CN(C)Cc1ccc2c(c1)OCO2 | -3.0 | 0.5
Cc1ccc(S(=O)(=O)N[C@H]2CC[C@@H](CCNC(=O)c3ccc4c(c3)OCO4)O[C@@H]2CO)cc1 | -0.8 | 0.7
COc1ccc(NC(=O)N(C)C[C@@H]2Oc3c(NS(=O)(=O)c4ccc(F)cc4)cccc3C(=O)N([C@H](C)CO)C[C@@H]2C)cc1 | · | 0.9

Filtered by structure, the entries above containing fluorine.
molecule | PRC2 inh | IDH1 mut inh
O=C(C[C@@H]1C[C@@H]2c3cc(NC(=O)C4CCC4)ccc3O[C@@H]2[C@@H](CO)O1)NCc1cccc(F)c1 | 3.5 | 0.5
CCC(=O)Nc1ccc2c(c1)OC[C@H](C)N(CCC(F)(F)F)C[C@@H](C)[C@H](OC)CN(C)C2=O | 2.1 | 0.0
COc1ccc(NC(=O)N(C)C[C@@H]2Oc3c(NS(=O)(=O)c4ccc(F)cc4)cccc3C(=O)N([C@H](C)CO)C[C@@H]2C)cc1 | · | 0.9

The list goes on.
molecule | PRC2 inh | IDH1 mut inh
C[C@@H]1CN([C@@H](C)CO)C(=O)c2cc(-c3cccnc3)cnc2O[C@@H]1CN(C)C(=O)Cc1cccnc1 | 1.9 | ·
C[C@@H]1CN([C@H](C)CO)S(=O)(=O)c2ccc(C#CC3CCCC3)cc2O[C@@H]1CN(C)C(=O)c1cccc(F)c1 | 4.1 | ·
CCCN1C[C@H](C)[C@@H](OC)CN(C)C(=O)c2ccc(NC(=O)Nc3c(C)noc3C)cc2OC[C@H]1C | -4.5 | -0.2
CCOC(=O)c1ccccc1NC(=O)C(C)Oc1cc(C)c(Cl)c(C)c1 (stereo unspecified) | 7.6 | 0.7
C[C@H]1CCCCO[C@H](CN(C)S(=O)(=O)c2cccs2)[C@@H](C)CN([C@@H](C)CO)C(=O)c2cc(NS(=O)(=O)c3cccs3)ccc2O1 | · | -1.5
C[C@@H]1CN([C@@H](C)CO)C(=O)c2cccc(NC(=O)c3ccncc3)c2O[C@@H]1CN(C)Cc1ccc(Oc2ccccc2)cc1 | 8.2 | 0.1
O=C(CCCCCCC(=O)Nc1ccccc1O)N/N=C/c1ccc(C(=O)O)cc1 | -5.6 | ·
C[C@H](CO)N1C[C@H](C)[C@H](CN(C)CC2CC2)Oc2cc(C#CC3CC3)ccc2S1(=O)=O | -0.5 | -1.1
C[C@H]1CN([C@@H](C)CO)S(=O)(=O)c2ccc(C3=CCCCC3)cc2O[C@H]1CN(C)C(=O)c1ccc(F)cc1 | 6.9 | -4.3
O=C(N[C@H]1CC[C@@H](CCNC(=O)C2CCCCC2)O[C@@H]1CO)c1ccncc1 | 3.3 | 0.2
CCCNC(=O)N(C)C[C@@H]1Oc2ncc(-c3ccncc3)cc2C(=O)N([C@H](C)CO)C[C@H]1C | 5.8 | 0.1
CO[C@@H]1CN(C)C(=O)c2ccc(NC(=O)c3ccc4c(c3)OCO4)cc2OC[C@H](C)N(CCC(F)(F)F)C[C@@H]1C | -21.7 | 0.4
C[C@@H](NC(=O)C[C@H]1C[C@H]2c3cc(NC(=O)C4CCC4)ccc3O[C@H]2[C@@H](CO)O1)c1ccccc1 | -1.3 | 0.1
C[C@@H]1CN([C@H](C)CO)C(=O)c2cc(NC(=O)Nc3ccc(F)cc3)ccc2O[C@H]1CN(C)Cc1ccc(C(=O)O)cc1 | · | 4.0
Cc1noc(C)c1S(=O)(=O)N(C)C[C@@H]1OCc2ccccc2-c2c(n(C)c3ccccc23)C(=O)N([C@@H](C)CO)C[C@H]1C | -28.6 | 0.1
COc1cc(CC2COC(=O)C2(O)Cc2ccc(O)c(OC)c2)ccc1O (stereo unspecified) | · | -0.7
O=C(CN1CCOCC1)N[C@H]1CC[C@H](CCn2cc(C3CC3)nn2)O[C@H]1CO | -1.4 | -0.1
Cc1ccc(-c2csc3nnc(SCC(=O)Nc4ccc(Cl)cc4)n23)cc1 | 12.1 | -0.8
C[C@H]1CN([C@@H](C)CO)C(=O)c2cccc(NC(=O)C3CC3)c2O[C@H]1CN(C)C(=O)Nc1ccc(C(F)(F)F)cc1 | · | 3.2
COc1ccc(S(=O)(=O)N2CCOCC2)cc1C(=O)NCCN1CCOCC1 | -4.6 | -0.3
COC(=O)N(C)C[C@H]1OCc2ccccc2-c2c(n(C)c3ccccc23)C(=O)N([C@@H](C)CO)C[C@H]1C | -8.5 | -2.9
CN(CC(=O)Nc1cccnc1)S(=O)(=O)c1ccc(Br)cc1 | -1.3 | 0.3
O=C(NCC[C@@H]1CC[C@@H](NC(=O)c2ccccc2F)[C@@H](CO)O1)c1ccc2c(c1)OCO2 | 0.2 | 0.2
CNC[C@@H]1Oc2cc(C#Cc3ccncc3)ccc2S(=O)(=O)N([C@@H](C)CO)C[C@H]1C | -2.0 | 22.7
C[C@H]1CN([C@@H](C)CO)C(=O)CCCn2nncc2CO[C@H]1CN(C)C(=O)Nc1cccc(C(F)(F)F)c1 | · | -1.0
C[C@@H]1CCCCO[C@H](CN(C)C(=O)Cc2ccccc2)[C@@H](C)CN([C@@H](C)CO)C(=O)c2cc(NC(=O)CCC(F)(F)F)ccc2O1 | · | 2.0
CC(C)NC(=O)N[C@@H]1CC[C@H](CC(=O)NCCN2CCCC2)O[C@@H]1CO | -11.4 | 0.3
CC(C)NC(=O)N[C@H]1CC[C@@H](CCNS(=O)(=O)Cc2ccccc2)O[C@H]1CO | 15.0 | -0.1
C=C[C@@H](C)[C@@H](OC(=O)Nc1ccc(OC)cc1)c1ccc(OCCO)cc1 | 5.5 | ·
CCOc1ccccc1NC(=O)C(C)Oc1ccc(OC)cc1 (stereo unspecified) | 10.3 | 0.0
O=C(CSc1nnc(-c2cccnc2)o1)c1ccc2c(c1)OCCO2 | -8.7 | 0.1
C/C=C/c1ccc2c(c1)O[C@@H](CN(C)C(=O)c1ccccn1)[C@@H](C)CN([C@@H](C)CO)S2(=O)=O | -20.2 | -0.7
O=C(N[C@@H]1CC[C@H](CC(=O)N2CCC(Cc3ccccc3)CC2)O[C@@H]1CO)c1cnccn1 | -8.2 | 0.2
O=C(COc1ccc(S(=O)(=O)N2CCCCC2)cc1)Nc1ccc2c(c1)OCCO2 | 15.3 | 0.8
C[C@@H]1CN([C@@H](C)CO)C(=O)c2ccccc2-c2ccccc2CO[C@@H]1CN(C)C(=O)c1ccccc1 | -24.3 | 2.4
C[C@@H]1CCCCO[C@@H](CN(C)C(=O)C2CCCCC2)[C@H](C)CN([C@@H](C)CO)C(=O)c2cc(N(C)C)ccc2O1 | 0.4 | 1.0
O=C(Cc1ccccn1)NCC[C@H]1CC[C@@H](NC(=O)Nc2ccccc2)[C@@H](CO)O1 | 2.0 | 0.0
Cc1ccccc1-n1c(SCC(N)=O)nc2ccccc2c1=O | -5.4 | -0.5
COc1ccc(NC(=O)CSc2nnc(-c3ccc(Cl)cc3)n2C)cc1 | -8.9 | 0.2
C[C@H]1CN([C@@H](C)CO)C(=O)c2cc(NC(=O)CCC(F)(F)F)ccc2O[C@@H]1CN(C)Cc1ccncc1 | -4.6 | -0.1

Copied from the listing, 2 compounds:
molecule | PRC2 inh | IDH1 mut inh
COC(=O)N(C)C[C@H]1OCc2ccccc2-c2c(n(C)c3ccccc23)C(=O)N([C@@H](C)CO)C[C@H]1C | -8.5 | -2.9
CN(CC(=O)Nc1cccnc1)S(=O)(=O)c1ccc(Br)cc1 | -1.3 | 0.3

Later entries:
molecule | PRC2 inh | IDH1 mut inh
COc1ccc(CN2C[C@@H](C)[C@H](OC)CN(C)C(=O)c3cc(NC(=O)c4nc5ccccc5s4)ccc3OC[C@H]2C)cc1 | -17.9 | 0.1
O=C(Nc1ccc2c(c1)[C@H]1C[C@@H](CC(=O)N3CCOCC3)O[C@H](CO)[C@H]1O2)NC1CCCCC1 | 18.1 | -0.2
COc1cccc(-c2ccc3c(c2)O[C@@H](CN(C)Cc2cccnc2)[C@@H](C)CN([C@H](C)CO)S3(=O)=O)c1 | · | 1.9
C[C@@H]1CCCCO[C@@H](CN(C)S(=O)(=O)c2cccs2)[C@@H](C)CN([C@H](C)CO)C(=O)c2cc(N(C)C)ccc2O1 | -3.8 | 0.2
C[C@H]1CN([C@@H](C)CO)S(=O)(=O)c2ccc(-c3ccncc3)cc2O[C@H]1CN(C)Cc1ccc(Oc2ccccc2)cc1 | · | 0.2
O=C(NCC[C@@H]1CC[C@@H](NC(=O)C2CCCCC2)[C@@H](CO)O1)c1ccc(F)cc1 | 10.4 | 0.1
Cn1c(SCC(=O)c2ccc(Cl)cc2)nnc1-c1ccncc1 | · | 1.3
C[C@H](CO)N1C[C@H](C)[C@@H](CN(C)S(=O)(=O)c2cn(C)cn2)OCCCC[C@H](C)Oc2ccc(NS(=O)(=O)c3cn(C)cn3)cc2C1=O | · | -0.2
COc1ccc(CN2C[C@H](C)[C@H](OC)CN(C)C(=O)c3cc(NC(C)=O)ccc3OC[C@@H]2C)cc1 | 1.5 | 0.2
Cc1ccc(S(=O)(=O)Nc2ccc3c(c2)CC(=O)N([C@H](C)CO)C[C@@H](C)[C@H](CN(C)Cc2ccc(Cl)c(Cl)c2)O3)cc1 | · | -0.3
Cn1c2ccccc2c2nnc(SCC(=O)c3ccc(Cl)cc3)nc21 | · | -0.2
Cc1noc(C)c1NC(=O)N[C@@H]1CC[C@H](CCNC(=O)C2CCCC2)O[C@H]1CO | -1.9 | 0.2
CO[C@H]1CN(C)C(=O)c2ccc(NC(=O)Cc3ccccc3)cc2OC[C@@H](C)N(CC2CC2)C[C@H]1C | -1.9 | -0.1
CN(CC(=O)Nc1ccccc1C#N)S(=O)(=O)c1ccccc1 | -4.8 | 0.0
Cc1noc(C)c1S(=O)(=O)N(C)C[C@H]1OCCCC[C@@H](C)Oc2ccc(NS(C)(=O)=O)cc2C(=O)N([C@H](C)CO)C[C@@H]1C | · | -2.5
Cc1noc(C)c1S(=O)(=O)Nc1ccc2c(c1)C(=O)N([C@@H](C)CO)C[C@H](C)[C@H](CN(C)Cc1ccccc1)O2 | -1.8 | -0.7
CN(C)CC(=O)Nc1ccc2c(c1)[C@H]1C[C@@H](CC(=O)NCc3ccc4c(c3)OCO4)O[C@@H](CO)[C@H]1O2 | -0.6 | 0.2
C[C@@H]1CN([C@@H](C)CO)C(=O)c2cc(-c3cncnc3)cnc2O[C@@H]1CN(C)C(=O)Cc1ccccn1 | 3.4 | 1.0
CC[C@@]1(O)C(=O)OCc2c1cc1n(c2=O)Cc2cc3cc(O)ccc3nc2-1 | -3.4 | 1.1
O=C(C[C@H]1CC[C@@H](NC(=O)Nc2ccc(C(F)(F)F)cc2)[C@@H](CO)O1)NCc1cccc(F)c1 | 1.8 | -0.4
COc1ccc(NC(=O)N(C)C[C@@H]2Oc3ccc(NS(=O)(=O)c4ccccc4)cc3CC(=O)N([C@@H](C)CO)C[C@H]2C)cc1 | · | 0.3
CO[C@H]1CN(C)C(=O)c2ccc(NC(=O)NC(C)C)cc2OC[C@H](C)NC[C@H]1C | -6.5 | -0.2
COc1cc(/C=N/NC(=O)c2ccccn2)ccc1O | 8.7 | -0.9

Assay outcomes (PubChem)
